Assay outcomes (PubChem BioAssay)
Myeloid diff 2 – compounds promoting myeloid differentiation. ER-HoxA9 myeloid progenitors, lysozyme-GFP differentiation, flow cytometry. AID 624256. calls only at 10 µM. 1% of 360,000 active;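 active = normalized GFP-positive differentiation at or above the plate's own cutoff, the solvent-only control mean plus 3 SD; inconclusive = no clear call, values can overlap the other calls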;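 note: cells exposed to compound for four days before flow analysis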
Salmonella PhoP GFP – PhoP-dependent GFP reporter repression – Salmonella Typhimurium, primary screen (AID 1863); S. Typhimurium PhoP-regulated promoter GFP reporter, 4 h; higher % means a stronger effect; one-dose inhibition, % at 50 µM; IC50 in µM for titrated hits; 0.16% of 300,000 active;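 active = inhibition over 29.93%, a cutoff 3 SD above the screen mean, later confirmed by dose response; inconclusive = inhibition over 29.93% but no dose response follow-up; inactive = inhibition at most 29.93% or unconfirmed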;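 note: 0% = low Mg2+ inducing control and 100% = high Mg2+ repressing control; strong numbers were not always called active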
GPR55 LPI antagonism – inhibition of LPI-stimulated GPR55 beta-arrestin translocation – imaging, U2OS, beta-arrestin-GFP, LPI agonist, primary screen (AID 2013); U2OS GPR55 beta-arrestin-GFP translocation imaging, LPI antagonism; higher % means a stronger effect; inhibition, % at 10 µM; hits with a dose series show IC50 in µM; 0.13% of 290,000 active;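 active = spots per cell inhibited over 60%, with over 100 cells counted and total cytoplasm intensity under 500,000; inconclusive = wells with under 100 cells, flagged as likely toxic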;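 note: U2OS cells stably carrying GPR55 and arrestin-GFP stimulated by 5 µM LPI near EC80; imaged beta-arrestin-GFP aggregate spots per cell after agonist stimulation; plate controls were LPI-stimulated DMSO wells for no effect and DMSO wells without LPI for full effect; some results filed as inactive read as strong as hits; confirmed hits need IC50 under 10 µM and bright autofluorescent wells are also inconclusive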
GPR35 antagonists – GPR35 antagonists blocking zaprinast-driven arrestin recruitment, primary screen, imaging, U2OS, beta-arrestin-GFP, zaprinast agonist (AID 2058); U2OS GPR35 beta-arrestin-GFP translocation imaging, zaprinast antagonism; higher % means a stronger effect; inhibition, % at 10 µM; hits with a dose series show IC50 in µM; 0.052% of 290,000 active;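 active = inhibition of at least 50% with at least 30 cells and total cytoplasm GFP at most 10,000,000; inconclusive = under 30 cells or total GFP of 10,000,000 plus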
HIV peptide binding – cell-free HIV fusion peptide-binding blockers – biochemical, uHTS, fluorescence dequenching, primary screen (AID 1986) | cell-free peptide binding, fluorescence dequenching, 30 min; higher % means a stronger effect | 0.3% of 290,000 active | inhibition, % at 20 µM; hits with a dose series show IC50 in µM; in the data active = inhibition mostly above about 52%, no sharp cut-off; inactive = mostly below about 76%; note: some results filed as inactive read as strong as hits
MgcRacGAP inhibition – MgcRacGAP GTPase-activating activity inhibitors, confirmation, biochemical, ADP Hunter fluorescence; MgcRacGAP-stimulated Rac1 GTP hydrolysis, ADP Hunter fluorescence; higher % means a stronger effect; GST-tagged Rac1 F28L mutant substrate; inhibition, % at 30 µM, or IC50 in µM where a hit was titrated; 0.6% of 340,000 active; AID 624330;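 active = first-screen hits whose inhibition reached a set limit at any dose in the follow-up dose series; inconclusive = inhibition above the set first-screen limit but never retested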;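 note: fluorescence reports GDP produced by GAP-driven GTP hydrolysis; strong numbers were not always called active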
NTR1 agonist – agonists of NTR1, primary screen, imaging, U2OS cells, beta-arrestin-GFP, high content (AID 493036). NTR1-U2OS beta-arrestin-GFP spot imaging, agonist mode. activation, % at 20 µM. 0.17% of 330,000 active;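 active = activation at or above 40% of the spot to cytoplasm intensity ratio, with at least 20 cells analyzed; inconclusive = wells under 20 cells, flagged as cytotoxic or low count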;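 note: 0% = DMSO without peptide and 100% = 100 nM NTR1 peptide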
Target sequence (P30989 whole entry, looked up): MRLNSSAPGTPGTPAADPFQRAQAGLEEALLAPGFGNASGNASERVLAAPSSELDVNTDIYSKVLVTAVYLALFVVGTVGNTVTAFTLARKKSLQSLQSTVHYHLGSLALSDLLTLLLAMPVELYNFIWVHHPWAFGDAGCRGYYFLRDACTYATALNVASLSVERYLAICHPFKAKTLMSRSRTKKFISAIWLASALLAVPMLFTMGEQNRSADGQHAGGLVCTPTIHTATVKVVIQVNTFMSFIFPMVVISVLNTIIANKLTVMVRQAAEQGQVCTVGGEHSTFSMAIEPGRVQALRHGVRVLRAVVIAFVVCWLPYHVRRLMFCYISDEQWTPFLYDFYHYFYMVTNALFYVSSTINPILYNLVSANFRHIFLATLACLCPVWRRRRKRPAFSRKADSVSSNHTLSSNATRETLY
LYP inhibition – PTPN22 lymphoid phosphatase activity blockers – biochemical, fluorescence intensity, uHTS (AID 1779); recombinant LYP phosphatase, fluorescence intensity; higher % means a stronger effect; inhibition, % at 11.5 µM, or IC50 in µM where a hit was titrated; 0.054% of 290,000 active; in the data active = inhibition above about 50%;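 note: plate controls were vehicle with enzyme for no effect and no enzyme for full effect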
Siah-1 displacement – Siah-1 peptide-binding antagonists, primary screen, biochemical, fluorescence polarization, rhodamine-plectin, uHTS (AID 1817). Siah-1 / rhodamine-plectin peptide fluorescence polarization; higher % means a stronger effect. 0.02% of 290,000 active. displacement, % at 20 µM; hits with a dose series show IC50 in µM;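 active = displacement of at least 50% at 20 µM, with a fluorescence ratio check between 0.3 and a set limit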;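 note: plate controls were Siah plus tracer with DMSO for no effect and tracer alone without Siah for full effect; strong numbers were not always called active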
NTR1 agonist cell count 20 µM – also measured in NTR1 agonist; calls as there; cell count; measured here: cell count, cytotoxicity flag
Myeloid diff 2 GFP+ MAC1+ % – recorded beside Myeloid diff 2, whose call it bears; GFP+ MAC1+ double positive, %; measured here: differentiation confirmed by MAC1 staining
* = called active by the depositor; i = inactive; ? = inconclusive; nt = not tested or not shown.

Fields – Salmonella PhoP GFP, MgcRacGAP inhibition, LYP inhibition, Myeloid diff 2 GFP+ MAC1+ %, NTR1 agonist cell count 20 µM, Myeloid diff 2, Siah-1 displacement, GPR35 antagonists, NTR1 agonist, HIV peptide binding, GPR55 LPI antagonism
- Cc1cc2c(cc1C)NC(c1ccccn1)C1=C(CC(C)(C)CC1=O)N2 (configuration not stated)
 : 1%, 23%, 2%, 1.1, 29, i, -3%, -1%, 0.5, -0.6%, -3%
- CNC(=O)CC1C(=O)N(C)C(=S)N1NC(=O)c1ccc(Cl)cc1 (configuration not stated)
 : 5%, -1%, -6%, 1.0, 59, i, 3%, 8%, 0.1, 0.3%, 12%
- COCCN(C(=S)Nc1ccc(C)cc1C)C(C)c1cccs1 (configuration not stated)
 : -2%, 4%, -6%, 0.1, 62, i, 2%, -5%, 1.9, -1.7%, -1%
- CCOc1ccc(NC(=S)NCc2nc3ccccc3[nH]2)cc1
 : 23%, 1%, -4%, 0.3, 44, i, -2%, -3%, 1.0, -1.2%, -7%
- CCOC(=O)C1=C(N)n2c(s/c(=C\c3cccs3)c2=O)=C(C(=O)OCC)C1c1cccs1 (configuration not stated)
 : 4%, 7%, -4%, nt, 62, ?, -2%, 2%, 1.7, 3.8%, 6%
- CC(=O)OCc1c(C)cc(C)c(/C=C(/C#N)C(N)=O)c1C
 : -3%, 8%, -5%, 0.2, 64, i, 13%, 4%, -0.8, -0.8%, 3%
- O=Nc1ccc(NOC(=O)c2ccccc2)cc1
 : -2%, 36%, -5%, 0.4, 64, i, 0%, 7%, 0.5, -3.6%, 17%
- COc1ccccc1CN1C[C@@H]2C[C@@H](c3ccccc3C)N3CCC[C@@]23C1=O
 : -8%, 9%, -5%, 1.1, 84, i, -1%, -10%, 0.4, -1.1%, -10%
- O=C(Nc1ccc(S(=O)(=O)N2CCCCC2)cc1)c1ccc(F)cc1
 : 2%, 7%, 4%, 0.8, 41, i, 0%, 7%, 0.7, 3.2%, -11%
- O=C(CCCN1C(=O)/C(=C/c2ccccc2)SC1=S)N1CCOCC1
 : 1%, 8%, -3%, 1.5, 41, i, 0%, -12%, -0.7, -1.3%, -13%
- CCc1cc2c(=O)[nH]c(Cc3ccccc3)nc2s1
 : 0%, 8%, -7%, 0.6, 59, i, 3%, -9%, 1.2, -0.3%, 11%
- CCCN1C(=O)c2ccc(C(=O)NC3CCCCC3)cc2C1=O
 : -2%, 6%, -5%, 0.4, 81, i, -2%, -5%, 1.0, -0.4%, 12%
- CCOC(=O)N1CCC(N2C(=O)c3ccccc3C2Nc2ccc(C)cc2)CC1 (configuration not stated)
 : 5%, 3%, 2%, 2.7, 49, i, 0%, -12%, 4.8, 2.9%, 11%
- COc1cccc(OCc2cc(C(=O)NCc3ccccn3)no2)c1
 : 3%, 8%, -5%, 1.1, 61, i, 2%, 9%, 0.3, -0.9%, 16%
- Cc1cc(O)c(C(=O)Cc2csc(C)n2)c(O)c1
 : 0%, 1%, 0%, 0.7, 54, i, 0%, 8%, 0.1, -3.0%, 8%
- CCOc1ccc(/C=N/n2cc(-c3ccccc3)[nH]c2=S)cc1
 : 11%, 7%, 0%, 0.7, 50, i, 3%, 3%, 1.3, -1.4%, 1%
- CCOC(=O)NC(=O)/C(N=Nc1cccc(C(F)(F)F)c1)=C(\C)O
 : 8%, nt, -8%, 0.2, 89, i, 0%, -9%, -1.5, 0.6%, 4%
- CCOc1cccc(-c2cc(C(=O)Nc3ccon3)c3ccccc3n2)c1
 : -6%, 12%, 3%, 0.6, 45, i, 0%, 2%, 5.4, 2.5%, -12%
- Cc1nc(-c2ccc(Cl)cc2)sc1C1(C)CC(c2ccc([N+](=O)[O-])cc2)=NO1 (configuration not stated)
 : -6%, -37%, 0%, 2.3, 50, i, -2%, -18%, 2.9, -0.7%, 2%
- COc1cc(OC)c(C(=O)Nc2ccc(S(=O)(=O)N3CCCCC3)cc2)cc1OC
 : -1%, 1%, nt, 0.8, 50, i, nt, nt, 2.3, nt, nt
- Cc1ccc(Cn2c(C)cc3c(c2=O)C(c2cccs2)C(C#N)=C(N)O3)cc1 (configuration not stated)
 : 0%, 11%, -10%, 0.8, 83, i, -5%, -7%, 1.1, -2.2%, 3%
- Cc1ccc(-n2nc3c(=O)n(CCCC(=O)NCCN4CCN(C)CC4)nc(C)c3c2C)cc1
 : -2%, 8%, -2%, 0.0, 44, i, 0%, -1%, -1.6, 1.0%, -15%
- C=CCn1c(=O)n2ncnc2c2c3c(sc21)CCCC3
 : -1%, 12%, 0%, 5.2, nt, i, -4%, -20%, nt, 1.5%, -16%
- O=C(COC(=O)c1ccc2c(c1)S(=O)(=O)c1ccccc1C2=O)NC1CC1
 : -4%, 3%, -6%, 0.4, 56, i, 13%, -1%, -1.4, 0.5%, 0%
- COc1ccc(/C=C/C(=O)O)cc1S(=O)(=O)Nc1ccc2c(c1)OCO2
 : -7%, 4%, -6%, 0.2, 44, i, 5%, 14%, 0.7, 0.5%, 2%
- Nc1cc(=O)[nH]c(SCCNS(=O)(=O)c2ccccc2)n1
 : -7%, 10%, -11%, 0.9, 30, i, -4%, -3%, -1.4, -1.4%, 4%
- COc1ccc(-n2nc(C(=O)NCC(=O)NCCCN3CCCCCC3)c3ccccc3c2=O)cc1Cl
 : 1%, 0%, -10%, 1.1, 87, i, -3%, 0%, 0.6, -0.4%, 0%
- COc1ccc(Cl)cc1/C=C/c1ccc2cccc(O)c2n1
 : 7%, -5%, -2%, 0.4, 81, i, -7%, 13%, 12, 1.2%, 5%
- CC(/C=N/N1CCN(c2ccc(C)cc2)CC1)=C\c1ccccc1
 : 9%, 6%, 0%, 0.2, 70, i, 8%, -4%, 4.4, -0.1%, -16%
- O=C(CSc1ccc(F)cc1)Nc1ccc(Br)cc1
 : -16%, 8%, -4%, 0.6, 72, i, 3%, -2%, -0.5, 0.0%, 6%
- CCOC(=O)c1[nH]c(=O)[nH]c1CSCCO
 : 1%, 5%, -8%, 0.4, 55, i, 2%, -10%, 0.1, 1.3%, 12%
- C[C@@H]1C[C@@H]2OC(=O)[C@]3(C)[C@H]2[C@@H](OC3(C)O)[C@]2(C)C(=O)CC[C@H]12 (some centres not stated)
 : -1%, nt, -17%, nt, 89, nt, -6%, -7%, -2.3, 0.6%, 0%
- CCN(CC(=O)Nc1c(C(=O)OC)[nH]c2ccc(C)cc12)c1ccc2c(c1)OCO2
 : 15%, 16%, -1%, 2.2, 95, i, 0%, -2%, 4.2, -0.9%, -5%
- O=C(c1ccc(Br)cc1)N(Cc1ccco1)C1CCS(=O)(=O)C1 (configuration not stated)
 : -5%, 8%, -6%, 2.4, 67, i, 9%, 17%, -1.1, -0.4%, 7%
- O=C(N1CCOCC1)N1CCN(S(=O)(=O)c2cccc([N+](=O)[O-])c2)CC1
 : -4%, 4%, 1%, 1.8, 83, i, -6%, -9%, 2.4, 0.0%, -9%
- COc1ccccc1NC(=S)NC(C)C(c1cccs1)N1CCOCC1 (configuration not stated)
 : -8%, 10%, -3%, 0.7, 49, i, 5%, 5%, 3.3, 0.8%, 8%
- Oc1c(C(c2ccccn2)N2CCCCC2)cc(Cl)c2cccnc12 (configuration not stated)
 : ?, -1%, -6%, 0.0, 57, i, -10%, -6%, 7.0, -0.1%, 24%
- CCOC(=O)C1=NN(C(C)=O)C2(CC(=O)N(c3ccc(C)c(C)c3)C2=O)C1 (configuration not stated)
 : -2%, 5%, -4%, 0.4, 40, i, 1%, 3%, 0.0, 1.4%, 3%

An excerpt of these results, as tab-separated lines:
Compound	Salmonella PhoP GFP	MgcRacGAP inhibition	LYP inhibition	Myeloid diff 2 GFP+ MAC1+ %	NTR1 agonist cell count 20 µM	Myeloid diff 2	Siah-1 displacement	GPR35 antagonists	NTR1 agonist	HIV peptide binding	GPR55 LPI antagonism
O=C(c1ccc(Br)cc1)N(Cc1ccco1)C1CCS(=O)(=O)C1 (configuration not stated)	-5%	8%	-6%	2.4	67	i	9%	17%	-1.1	-0.4%	7%
CCOC(=O)c1[nH]c(=O)[nH]c1CSCCO	1%	5%	-8%	0.4	55	i	2%	-10%	0.1	1.3%	12%

Results in Myeloid diff 2 GFP+ MAC1+ %, GPR55 LPI antagonism and Myeloid diff 2 (7 entries from above):
mol	Myeloid diff 2 GFP+ MAC1+ %	GPR55 LPI antagonism	Myeloid diff 2
O=C(CSc1ccc(F)cc1)Nc1ccc(Br)cc1	0.6	6%	i
CCOC(=O)c1[nH]c(=O)[nH]c1CSCCO	0.4	12%	i
C[C@@H]1C[C@@H]2OC(=O)[C@]3(C)[C@H]2[C@@H](OC3(C)O)[C@]2(C)C(=O)CC[C@H]12 (some centres not stated)	nt	0%	nt
CCN(CC(=O)Nc1c(C(=O)OC)[nH]c2ccc(C)cc12)c1ccc2c(c1)OCO2	2.2	-5%	i
O=C(c1ccc(Br)cc1)N(Cc1ccco1)C1CCS(=O)(=O)C1 (configuration not stated)	2.4	7%	i
O=C(N1CCOCC1)N1CCN(S(=O)(=O)c2cccc([N+](=O)[O-])c2)CC1	1.8	-9%	i
COc1ccccc1NC(=S)NC(C)C(c1cccs1)N1CCOCC1 (configuration not stated)	0.7	8%	i
